p53 PUMA act: mutant p53 pathway re-activators, primary screen, cell-based, SW480, luciferase, single point, HTS. SW480 PUMA-promoter luciferase, p53 mutant reactivation. activation, % at 9.98 µM. 1.5% of 28,000 active. AID 624151, 2012; in the data active = activation above about 52%
STK33 inh: STK33 kinase inhibitors, primary screen, biochemical, luminescence, ADP-Glo, MBP substrate. Serine/threonine-protein kinase 33 (Homo sapiens), Q9BYT3. inhibition, % at 12.5 µM. AID 2322, 2010. 0.44% of 27,000 active; in the data active = inhibition above about 20%
Target sequence (Q9BYT3 whole entry, looked up): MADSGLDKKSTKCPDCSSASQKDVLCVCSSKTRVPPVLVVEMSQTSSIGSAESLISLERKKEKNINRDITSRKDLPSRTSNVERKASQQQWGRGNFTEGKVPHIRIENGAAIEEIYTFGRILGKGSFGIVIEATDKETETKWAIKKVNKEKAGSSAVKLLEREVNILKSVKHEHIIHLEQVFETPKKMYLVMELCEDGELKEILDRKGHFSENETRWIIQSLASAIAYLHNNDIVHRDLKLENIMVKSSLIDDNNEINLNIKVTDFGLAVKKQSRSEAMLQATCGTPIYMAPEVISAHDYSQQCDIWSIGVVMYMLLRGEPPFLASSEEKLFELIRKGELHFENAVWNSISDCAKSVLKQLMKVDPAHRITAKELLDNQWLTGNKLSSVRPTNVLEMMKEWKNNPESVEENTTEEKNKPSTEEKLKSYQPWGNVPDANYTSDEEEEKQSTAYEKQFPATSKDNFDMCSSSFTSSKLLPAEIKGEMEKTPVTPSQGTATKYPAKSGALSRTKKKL
* marks the source's active call; other numbers are inactive results; · = not tested or not shown.

#	mol	STK33 inh	p53 PUMA act
1	Cc1nnc(SCc2nc(N)nc(Nc3ccc4ccccc4c3)n2)s1	3.3	96.7*
2	Cc1ccc(S(=O)(=O)Nc2ccc3c(c2)CC(=O)N([C@H](C)CO)C[C@H](C)[C@H](CN(C)C(=O)Nc2cccc4ccccc24)O3)cc1	-3.8	·
3	C[C@H]1CCCCO[C@@H](CN(C)C(=O)c2ccncc2)[C@@H](C)CN([C@@H](C)CO)C(=O)c2cc(NS(=O)(=O)c3ccccc3)ccc2O1	·	0.0
4	C[C@@H]1CN([C@H](C)CO)C(=O)Cc2cc(NS(C)(=O)=O)ccc2O[C@H]1CN(C)C(=O)NC1CCCCC1	-2.4	-0.6
5	NC(=O)c1c(NC(=O)c2cnn3c(C(F)(F)F)cc(-c4cccs4)nc23)sc2c1CCCC2	-2.7	-1.4
6	CC(=O)c1cccc(NC(=O)COc2ccccc2C(=O)Nc2ccccc2C#N)c1	2.7	3.9
7	CNC[C@H]1Oc2ncc(C#Cc3ccccc3F)cc2C(=O)N([C@H](C)CO)C[C@H]1C	·	9.4
8	COc1ccc(CN(C)C[C@H]2Oc3c(NC(=O)c4ccncc4)cccc3C(=O)N([C@H](C)CO)C[C@@H]2C)cc1	·	-5.6
9	CC(C)NC(=O)Nc1ccc2c(c1)C(=O)N([C@@H](C)CO)C[C@@H](C)[C@@H](CN(C)C)O2	-2.4	·
10	O=C(NCC1OCCc2ccccc21)C(c1ccccc1)c1ccccc1 (configuration not stated)	·	-8.9
11	O=C(CC(NC1CCCCC1)C(=O)O)Nc1cccc(Cl)c1 (configuration not stated)	2.1	-9.0
12	Cc1noc(C)c1NC(=O)N(C)C[C@@H]1Oc2ccc(NC(=O)Nc3ccccc3)cc2CC(=O)N([C@@H](C)CO)C[C@@H]1C	·	4.0
13	COc1cc(O)c(C(=O)CCc2ccccc2)c(O)c1Cc1ccccc1O	-1.1	·
14	C[C@H](NC(=O)C[C@H]1C[C@H]2c3cc(NC(=O)Nc4ccc(C(F)(F)F)cc4)ccc3O[C@H]2[C@H](CO)O1)c1ccccc1	·	-0.1
15	C[C@@H]1CN([C@H](C)CO)C(=O)c2cc(C#CC3CC3)cnc2O[C@H]1CN(C)C(=O)c1ccc(F)cc1	·	-3.2

Reprinted from the part before: 6 compounds, then new ones.
#	mol	STK33 inh	p53 PUMA act
10	O=C(NCC1OCCc2ccccc21)C(c1ccccc1)c1ccccc1 (configuration not stated)	·	-8.9
11	O=C(CC(NC1CCCCC1)C(=O)O)Nc1cccc(Cl)c1 (configuration not stated)	2.1	-9.0
12	Cc1noc(C)c1NC(=O)N(C)C[C@@H]1Oc2ccc(NC(=O)Nc3ccccc3)cc2CC(=O)N([C@@H](C)CO)C[C@@H]1C	·	4.0
13	COc1cc(O)c(C(=O)CCc2ccccc2)c(O)c1Cc1ccccc1O	-1.1	·
14	C[C@H](NC(=O)C[C@H]1C[C@H]2c3cc(NC(=O)Nc4ccc(C(F)(F)F)cc4)ccc3O[C@H]2[C@H](CO)O1)c1ccccc1	·	-0.1
15	C[C@@H]1CN([C@H](C)CO)C(=O)c2cc(C#CC3CC3)cnc2O[C@H]1CN(C)C(=O)c1ccc(F)cc1	·	-3.2
16	Cc1ccc(S(=O)(=O)N(C)C[C@H]2Oc3ccc(N(C)C)cc3CC(=O)N([C@@H](C)CO)C[C@@H]2C)cc1	-3.3	5.1
17	C[C@@H]1CCCCO[C@@H](CN(C)C(=O)NC2CCCCC2)[C@@H](C)CN([C@H](C)CO)C(=O)c2cc(NS(=O)(=O)c3ccccc3)ccc2O1	-3.9	·
18	Cc1ccc(S(=O)(=O)Nc2ccc3c(c2)C(=O)N([C@H](C)CO)C[C@@H](C)[C@H](CN(C)C(=O)Nc2ccc4c(c2)OCO4)OCCCC[C@H](C)O3)cc1	·	-7.4
19	O=C(Nc1sc2c(c1C(=O)NCc1ccco1)CCC2)c1sc2ccccc2c1Cl	-3.2	41.5
20	O=C(NCC1CCCO1)c1ccc(NC(=O)c2cc(-n3cnnc3)ccc2Cl)cc1 (configuration not stated)	-4.1	-2.1
21	C[C@@H]1CN([C@@H](C)CO)C(=O)c2cccc(NC(=O)Nc3ccc(F)cc3)c2O[C@H]1CN(C)C(=O)NC1CCCCC1	·	-0.5
22	CCC1(C)Cc2c(sc3nnn(CC(=O)N(c4ccccc4)c4ccccc4)c(=O)c23)CO1 (configuration not stated)	0.1	5.5
23	COC(=O)c1ccccc1NC(=O)C1CCCN(S(=O)(=O)c2ccccc2)C1 (configuration not stated)	2.2	10.8
24	C[C@@H]1O[C@@H](O[C@H]2[C@H](O[C@H]3[C@H](O)[C@@H](C(=O)O)O[C@@H](O[C@H]4CC[C@@]5(C)C(CC[C@]6(C)C5CC[C@]57OC[C@@]8(CCC(C)(C)CC85)[C@H](O)C[C@]76C)C4(C)C)[C@@H]3O[C@@H]3O[C@H](CO)[C@@H](O[C@@H]4OC[C@@H](O)[C@H](O)[C@H]4O)[C@H](O)[C@H]3O)O[C@H](CO)[C@H](O)[C@@H]2O)[C@H](O)[C@H](O)[C@H]1O (some centres not stated)	-1.9	-3.0
25	C[C@@H]1CCCCO[C@@H](CN(C)C(=O)NC2CCCCC2)[C@@H](C)CN([C@H](C)CO)C(=O)c2cc(NC(=O)C3CCCCC3)ccc2O1	-2.0	·
26	Cc1cc(C(=O)Nc2cccc3c2O[C@@H](CN(C)CC2CCCCC2)[C@H](C)CN([C@H](C)CO)C3=O)n(C)n1	·	2.4
27	COc1ccc(NC(=O)CN(c2ccc(F)c(Cl)c2)S(C)(=O)=O)cc1OC	-1.0	8.1
28	COc1ccc(-c2nnc(SCC(=O)O)n2C)cc1OC	4.8	-14.0
29	Cc1ccc(S(=O)(=O)Nc2ccc3c(c2)C(=O)N([C@@H](C)CO)C[C@H](C)[C@@H](CN(C)C(=O)Nc2ccc4c(c2)OCO4)O3)cc1	-1.2	·
30	CS(=O)(=O)N(CC(=O)Nc1ccccc1C(=O)N1CCOCC1)c1ccc(F)c(Cl)c1	0.3	-5.4
31	COc1ccc2c(=O)c(CC(=O)O)coc2c1	2.3	·
32	COc1ccc(S(=O)(=O)NCCO)cc1-c1nnc2c3ccccc3c(C)nn12	4.9	-7.9
33	CC(C)NC(=O)Nc1ccc2c(c1)C(=O)N([C@H](C)CO)C[C@H](C)[C@H](CN(C)C(=O)Cc1ccccc1)OCCCC[C@H](C)O2	·	-13.4
34	O=C(O)C1C2CC=CC2c2cc(Cl)cc3c2N1CC1CC=CC31 (configuration not stated)	·	1.3
35	C[C@H]1CN([C@@H](C)CO)C(=O)c2cc(NC(=O)Nc3ccc4c(c3)OCO4)ccc2O[C@H]1CN(C)Cc1ccc(-c2ccccc2)cc1	-0.8	1.1
36	Cc1noc(C)c1NC(=O)Nc1ccc2c(c1)C(=O)N([C@H](C)CO)C[C@H](C)[C@@H](CN(C)S(=O)(=O)c1ccc(F)cc1)OCCCC[C@@H](C)O2	0.9	·
37	O=C(O)CN(c1ccc([N+](=O)[O-])cc1)S(=O)(=O)c1ccccc1	-0.8	-2.0
38	COC(=O)c1ccccc1NC(=O)C(C)Oc1cccc(Cl)c1 (configuration not stated)	-1.3	-3.6
39	O=C(COc1ccc2ccccc2c1)Nc1ccccc1C(=O)Nc1ccccc1	6.6	21.7
40	COC(=O)C1=C[C@H](O[C@@H]2O[C@H](CO)[C@@H](O)[C@H](O)[C@H]2O)C[C@H]2[C@]3(C)C[C@@H](c4ccoc4)OC(=O)[C@H]3CC[C@@]12C	-3.5	7.0
41	O=C(C[C@@H]1C[C@H]2c3cc(NC(=O)Cc4ccncc4)ccc3O[C@H]2[C@H](CO)O1)NCc1cc(F)ccc1F	·	7.7
42	C[C@H](CO)N1C[C@H](C)[C@H](CN(C)C(=O)NC2CCCCC2)Oc2ccc(NC(=O)NC3CCCCC3)cc2CC1=O	-0.7	5.1
43	O=C(C1=C[C@@H](c2csc3ccccc23)C[C@@H](OCc2ccc(CO)cc2)O1)N1CCCCC1	2.0	·
44	CCn1c(SCC(=O)Nc2cccc(Br)c2)nnc1-c1ccco1	10.1	9.9
45	C#C[C@]1(O)CCC2C3CCc4cc(O)ccc4C3CC[C@@]21C (some centres not stated)	-7.0	·
46	CCC(C(=O)Nc1ccccc1C(=O)N1CCCC1)N1C(=O)c2ccccc2C1=O (configuration not stated)	-5.4	-5.7
47	C[C@H](CO)N1C[C@H](C)[C@H](CN(C)Cc2ccc(C(=O)O)cc2)Oc2ccc(NS(=O)(=O)c3ccc(F)cc3)cc2CC1=O	-0.5	·
48	COc1ccc(NC(=O)COc2nc(N(C)C)nc(N(C)C)n2)cc1	-3.0	21.7
49	CC(=O)c1c(O)cc(O[C@@H]2O[C@H](CO)[C@@H](O)[C@H](O)[C@H]2O)cc1O	-0.1	18.0
50	C[C@H](CO)N1C[C@H](C)[C@H](CN(C)C(=O)Nc2ccc3c(c2)OCO3)Oc2ncc(C#CCN(C)C)cc2C1=O	-3.6	9.5
51	Cc1ccc(C)c(NC(=O)C2CN(S(=O)(=O)c3ccccc3)CCN2S(=O)(=O)c2ccccc2)c1 (configuration not stated)	3.0	-8.7
52	CCC(Sc1nnc2c3ccccc3n(C)c2n1)C(=O)Nc1ncccc1Cl (configuration not stated)	5.7	-13.5
53	O=C(c1ccc(NS(=O)(=O)c2cccc3cccnc23)cc1)N1CCOCC1	-2.2	-4.4
54	C[C@@H]1CN([C@H](C)CO)C(=O)c2cc(NC(=O)Nc3ccc(F)cc3)ccc2O[C@H]1CN(C)S(=O)(=O)c1cn(C)cn1	·	2.6
55	C[C@H]1CN([C@@H](C)CO)C(=O)Cc2cc(NC(=O)Cc3ccccc3)ccc2O[C@@H]1CN(C)Cc1ccc(Oc2ccccc2)cc1	2.4	·
56	Cc1ccc(-c2nn(C(C)(C)C)c3ncnc(N)c23)cc1	14.5	·
57	O=C(Nc1c(C(=O)NCc2ccco2)cnn1-c1ccccc1)c1cccc(F)c1	-2.1	6.4
58	Cn1c(SCc2nc(-c3ccccc3)no2)nnc1-c1ccco1	-1.0	2.4
59	C[C@@H]1CN([C@H](C)CO)C(=O)Cc2cc(NS(=O)(=O)c3ccccc3)ccc2O[C@@H]1CN(C)Cc1ccc2c(c1)OCO2	·	0.3
60	O=C(NCCCN1CCOCC1)c1cnn2c(C(F)F)cc(-c3ccccc3)nc12	2.1	-3.3
61	COc1ccc(C(=O)CSc2nc(C)[nH]c2[N+](=O)[O-])cc1Br	5.4	2.2
62	C[C@@H]1CCCCO[C@H](CN(C)C(=O)c2ccncc2)[C@H](C)CN([C@H](C)CO)C(=O)c2cc(NC(=O)CCC(F)(F)F)ccc2O1	·	-4.0
63	C[C@H](CO)N1C[C@H](C)[C@H](CN(C)S(=O)(=O)c2ccc(Cl)cc2)Oc2c(NS(=O)(=O)c3cccs3)cccc2C1=O	·	-3.2
64	COc1ccc(C#Cc2ccc3c(c2)[C@]2(C(=O)N3)[C@H](C(=O)N3CCc4cc(OC)c(OC)cc4C3)[C@H]3C(=O)O[C@H](c4ccccc4)[C@H](c4ccccc4)N3[C@@H]2c2ccccc2OCCO)cc1	9.5	·
65	C[C@@H]1CCCCO[C@@H](CN(C)C(=O)NC2CCCCC2)[C@@H](C)CN([C@H](C)CO)C(=O)c2cc(NC(=O)Nc3cccc4ccccc34)ccc2O1	2.9	·
66	CC(=O)Nc1ccccc1-c1nnc(SCc2ccccc2Cl)[nH]c1=O	-2.2	3.9
67	C[C@@H]1CN([C@@H](C)CO)C(=O)Cc2cc(N(C)C)ccc2O[C@@H]1CN(C)Cc1ccncc1	2.8	5.8
68	COc1ccc(S(=O)(=O)Nc2ccc3c(c2)CC(=O)N([C@@H](C)CO)C[C@H](C)[C@H](CN(C)C)O3)cc1	-3.7	-7.3
69	C[C@@H]1CCCCO[C@@H](CN(C)S(=O)(=O)c2cn(C)cn2)[C@@H](C)CN([C@H](C)CO)C(=O)c2cc(NC(=O)Nc3cccc4ccccc34)ccc2O1	3.5	·
70	O=C(CN1C(=O)CN(c2ccccc2)C1=O)Nc1ccccc1[N+](=O)[O-]	0.1	-21.1
71	COc1c(CC=C(C)C)c2c(c3oc(=O)c(-c4ccc(OC(C)=O)cc4)c(OC(C)=O)c13)C=CC(C)(C)O2	-2.9	·
72	CS(=O)(=O)Nc1ccc2c(c1)[C@H]1C[C@@H](CC(=O)NCc3ccc(Oc4ccccc4)cc3)O[C@H](CO)[C@H]1O2	·	-21.4
73	COc1ccc(-c2nc(Nc3nc(C)cc(C)n3)n[nH]2)cc1OC	-1.0	85.1*
74	Cc1ccc2oc3c(c(=O)c2c1)C(c1ccc(OCC(N)=O)cc1)N(c1nc(C)c(C)s1)C3=O (configuration not stated)	2.2	10.8
75	C[C@H]1CN([C@@H](C)CO)C(=O)Cc2cc(NC(=O)c3ccncc3)ccc2O[C@@H]1CN(C)C(=O)Nc1ccccc1	0.7	5.4

Carrying on.
#	mol	STK33 inh	p53 PUMA act
76	COc1ccc(-c2nnc(SCC(=O)N3c4ccccc4Sc4ccccc43)n2C)cc1	-0.3	-5.3
77	Cn1cnnc1SCCCN1C(=O)c2cccc3cccc(c23)C1=O	-1.6	45.1
78	COc1ccc(S(=O)(=O)Nc2ccc3c(c2)C(=O)N([C@H](C)CO)C[C@H](C)[C@H](CN(C)S(=O)(=O)c2ccc(Cl)cc2)O3)cc1	1.2	·
79	Fc1ccccc1-c1nnc(SCc2ccc(Br)cc2)n1Cc1ccco1	-1.3	-54.9
80	COc1ccc(OC)c(S(=O)(=O)NCc2cccnc2)c1	3.9	20.0
81	C[C@H](CO)N1C[C@H](C)[C@H](CN(C)Cc2ccc3c(c2)OCO3)Oc2ncc(-c3cccc(C(F)(F)F)c3)cc2C1=O	-0.3	·

Down the list, quoted from above:
STK33 inh, compounds 76 to 81, in order: -0.3, -1.6, 1.2, -1.3, 3.9, -0.3

Individual results from the results shown.
entry 77 | STK33 inh: -1.6
entry 81 | STK33 inh: -0.3
entry 80 | p53 PUMA act: 20.0
entry 76 | p53 PUMA act: -5.3
entry 79 | STK33 inh: -1.3
entry 78 | STK33 inh: 1.2

The list is partial, so the mix of outcomes need not match the whole.
